# From PubChem BioAssay
# VIM-2 inhibitor – blocks Pseudomonas aeruginosa VIM-2 metallo-beta-lactamase | purified VIM-2, nitrocefin hydrolysis, epi-absorbance fluorescence | inhibition, % at 5.6 µM | 0.89% of 290,000 active | AID 1527;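 active = inhibition above the mean of all tested compounds plus 3 SD, cutoff set per screening run, cut at about 7.5% in these data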;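 also: red hydrolysis product quenches plate fluorescence so inhibitors raise well fluorescence; 0% = enzyme with DMSO and 100% = DMSO without enzyme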
# PHOSPHO1 inh – inhibitors of human PHOSPHO1 phosphatase; inhibition, % at 13.3 µM; Q8TCT1; recombinant PHOSPHO1, absorbance phosphatase assay; 1.1% of 290,000 active; in the data active = inhibition above about 60%
# Target sequence (Q8TCT1 whole entry, looked up): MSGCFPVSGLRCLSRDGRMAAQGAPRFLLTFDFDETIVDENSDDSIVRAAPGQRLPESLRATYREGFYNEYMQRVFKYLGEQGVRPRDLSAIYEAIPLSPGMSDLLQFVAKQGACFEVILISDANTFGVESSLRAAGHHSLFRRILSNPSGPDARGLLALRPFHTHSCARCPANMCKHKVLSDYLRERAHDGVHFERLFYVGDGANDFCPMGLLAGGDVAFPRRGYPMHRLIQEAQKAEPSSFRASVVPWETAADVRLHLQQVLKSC
# GPR7 antagonist – blocks human GPR7 receptor signaling; P48145; GPR7-expressing cells, fluorescence antagonist assay; inhibition, % at 4.4 µM; 1.1% of 290,000 active; AID 1861; in the data active = inhibition above about 16%, passing the limit was not always enough;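 also: cells stimulated with the agonist NPW; 0% = agonist with vehicle and 100% = vehicle without agonist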
# Target sequence (P48145 whole entry, looked up): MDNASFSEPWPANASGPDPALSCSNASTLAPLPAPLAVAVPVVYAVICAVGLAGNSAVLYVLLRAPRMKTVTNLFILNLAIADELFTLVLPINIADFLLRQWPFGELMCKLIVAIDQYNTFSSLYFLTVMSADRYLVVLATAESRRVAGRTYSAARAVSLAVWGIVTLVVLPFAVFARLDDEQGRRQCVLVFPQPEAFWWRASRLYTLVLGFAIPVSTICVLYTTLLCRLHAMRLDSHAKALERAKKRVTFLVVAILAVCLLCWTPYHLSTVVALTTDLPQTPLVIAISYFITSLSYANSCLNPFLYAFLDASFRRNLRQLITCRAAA
# NALP1 inh – blocks the NALP1 inflammasome reconstituted in yeast; S. cerevisiae NALP1/ASC/caspase-1 growth, X-gal OD620, 72 h; inhibition, % at 10 µM; 0.61% of 280,000 active; in the data active = inhibition mostly above about 24%, no sharp cut-off; inactive = mostly below about 32%; also: some compounds called inactive have numbers as strong as hits
# IMP-1 inh – inhibitors of Pseudomonas aeruginosa IMP-1 metallo-beta-lactamase; purified IMP-1, nitrocefin hydrolysis, epi-absorbance fluorescence; inhibition, % at 5.6 µM; 0.45% of 290,000 active; AID 1556;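 active = inhibition above the mean plus 3 SD of all compounds in the same screening run, cut at about 4.5% in these data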;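 also: 0% = IMP-1 with DMSO and 100% = DMSO wells lacking enzyme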
#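 Assay system: purified recombinant IMP-1 beta-lactamase. Input: IMP-1 0.2 nM before substrate addition. Buffer or medium: Zinc- and detergent-supplemented HEPES buffer, pH 7.1. Schedule: 25 °C, 15 min preincubation, 25 min reaction. Signal: Epi-absorbance fluorescence, 480 nm excitation, 530 nm emission. Evaluation: percent inhibition from optical density relative to buffer-blank wells.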
# IDE cell activ – activators of human insulin-degrading enzyme in cells. 0.073% of 340,000 active. P14735. HEK cells, FAbeta-B cleavage, fluorescence polarization; 0% vehicle, 100% cell-free pure enzyme wells. activation, % at 5.96 µM;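 active = activation above the mean of all tested compounds plus 3 SD, set per screening campaign, cut at about 17% in these data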
# IDE cell inh – inhibitors of human insulin-degrading enzyme in cells | P14735 | HEK cells, FAbetaB cleavage, fluorescence polarization | inhibition, % at 5.59 µM | 0.41% of 320,000 active;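 active = percent inhibition above the average of all tested compounds plus 3 SD, set per screening campaign, cut at about 16% in these data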;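 also: IDE supplied by intact live HEK cells; FP after avidin binding of uncleaved biotin substrate so inhibition keeps polarization high; 0% = DMSO wells and 100% = 60 µM reference IDE inhibitor Ii1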
# PfM18AAP inh – blocks P. falciparum M18 aspartyl aminopeptidase | AID 1822 | 1.2% of 290,000 active | recombinant PfM18AAP, H-Glu-NHMec fluorogenic cleavage | inhibition, % at 7.35 µM;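 active = inhibition above the campaign mean inhibition over all tested compounds plus 3 SD, cut at about 28% in these data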;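 also: 0% = plate median of test compound wells and 100% = 2 mM ZnCl2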
# p-CIP stab down – compounds decreasing mouse p/CIP protein stability. Q05BA5. 0.01% of 290,000 active. decrease of EGFP signal, % at 10 µM. F442A p/CIP-EGFP cells, EGFP fluorescence, 16 h;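 active = EGFP signal decrease of at least 30% at 10 µM or well 3 SD below plate mean, unless failing retest; inactive = the rest, including hits failing retest or dose response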; also: some compounds called inactive have numbers as strong as hits; many of its hits are not listed in these tables
# An asterisk follows results filed as active; . = no result given.
VIM-2 inhibitor	PHOSPHO1 inh	GPR7 antagonist	NALP1 inh	SMILES	IMP-1 inh	IDE cell activ	IDE cell inh	PfM18AAP inh	p-CIP stab down
-3.4	0	-8	2	Cc1cc(C2=NNC(=NC3CCCCC3)SC2)c(C)n1-c1c(C)n(C)n(-c2ccccc2)c1=O	-3.9	-1	4	4	-7
0.9	13	-10	-12	COC(=O)/C(=C(O)\C=C\c1ccccc1[N+](=O)[O-])c1nc2ccccc2[nH]1	-3.0	-3	0	10	-11
-3.2	27	3	7	Cc1cc(C)c(C)c(S(=O)(=O)N2CCN(Cc3nc4ccccc4[nH]3)CC2)c1C	-1.8	4	5	7	2
-0.5	-6	2	.	O=C(CSc1ccc2ccccc2c1)NCc1cccs1	1.1	4	6	-3	-7
-0.1	-5	9	-4	c1coc(-c2nnc(-c3ccc4c(c3)OCO4)o2)c1	0.1	.	.	-1	5
-5.7	42	-7	-8	O=C(C1CCCC1)N1CCCC(Nc2ccc(F)cc2)C1 (centres undefined)	-4.7	4	1	3	3
-0.9	58	-7	-2	CCOC(=O)C1(CCOC)CCN(Cc2ccccc2-c2ccco2)CC1	-1.6	6	9	-5	-5
-1.8	-3	1	32	Cn1c(=O)n(C)c2cc([N+](=O)[O-])c(N3CCN(S(=O)(=O)c4ccc5ccccc5c4)CC3)cc21	-2.0	4	-4	4	-6
-5.7	-9	0	21	Cc1ccc2c(c1)C(c1ccccc1)N(C(=O)c1cc3ccccc3oc1=O)CC(=O)N2 (centres undefined)	-4.1	2	5	3	0
-1.7	-29	2	5	Cc1sc(NC(=O)CSc2nnc(CCNC(=O)c3cccs3)n2C)nc1-c1ccccc1	-3.0	-2	-3	3	-4
-0.9	28	-4	4	Cc1cccc(Nc2nc(N)c(C#N)c(CC#N)c2C#N)c1	-2.6	-7	26*	-3	7
-0.9	2	-12	11	CC(=O)N1CCN(c2nnc(-c3ccc(C)cc3)c3ccccc23)CC1	-2.7	4	2	0	-8
0.9	10	2	8	O=S(=O)(Nc1nc2ccc(Cl)cc2s1)c1cccs1	-0.9	3	-3	0	7
-1.8	29	1	25	CC(=O)Nc1ccc2sc(NC(=O)CN3CCOCC3)nc2c1	0.2	8	.	2	0
3.7	36	-15	-19	COCC(C)N1CC(O)=C(c2nc(-c3ccc(Cl)cc3)cs2)C1=N (centres undefined)	-0.3	1	4	0	-8
-1.6	-32	-7	1	O=C(CSc1nc2ccccc2o1)c1ccccc1	-0.5	1	2	-4	0
-3.0	-35	2	-2	Cc1nnc(-n2ncc(C#N)c2N)c2nn(-c3cccc(Cl)c3)c(C)c12	0.1	4	0	-8	7
-2.7	51	-18	15	COc1ccc(N(CC(=O)N2CCOCC2)S(C)(=O)=O)cc1Cl	-3.4	2	4	10	-10
-1.1	15	-9	18	Clc1ccc(-[n+]2c(-c3cccc(Br)c3)[nH]c3nc4ccccc4nc32)cc1	-0.5	.	3	-12	-3
-2.5	52	-9	-19	COc1ccc(CS(=O)(=O)CC(C)(O)c2ccccc2Cl)cc1 (centres undefined)	-3.0	3	1	1	-2

# An excerpt of these results, field by field.
> O=C(CSc1ccc2ccccc2c1)NCc1cccs1
  VIM-2 inhibitor: -0.5	PHOSPHO1 inh: -6	GPR7 antagonist: 2	NALP1 inh: .	IMP-1 inh: 1.1	IDE cell activ: 4	IDE cell inh: 6	PfM18AAP inh: -3	p-CIP stab down: -7

> Cc1cc(C)c(C)c(S(=O)(=O)N2CCN(Cc3nc4ccccc4[nH]3)CC2)c1C
  VIM-2 inhibitor: -3.2	PHOSPHO1 inh: 27	GPR7 antagonist: 3	NALP1 inh: 7	IMP-1 inh: -1.8	IDE cell activ: 4	IDE cell inh: 5	PfM18AAP inh: 7	p-CIP stab down: 2

> CC(=O)Nc1ccc2sc(NC(=O)CN3CCOCC3)nc2c1
  VIM-2 inhibitor: -1.8	PHOSPHO1 inh: 29	GPR7 antagonist: 1	NALP1 inh: 25	IMP-1 inh: 0.2	IDE cell activ: 8	IDE cell inh: .	PfM18AAP inh: 2	p-CIP stab down: 0

> O=S(=O)(Nc1nc2ccc(Cl)cc2s1)c1cccs1
  VIM-2 inhibitor: 0.9	PHOSPHO1 inh: 10	GPR7 antagonist: 2	NALP1 inh: 8	IMP-1 inh: -0.9	IDE cell activ: 3	IDE cell inh: -3	PfM18AAP inh: 0	p-CIP stab down: 7

# In the list so far, these have an NH in an aromatic ring.
VIM-2 inhibitor	PHOSPHO1 inh	GPR7 antagonist	NALP1 inh	SMILES	IMP-1 inh	IDE cell activ	IDE cell inh	PfM18AAP inh	p-CIP stab down
0.9	13	-10	-12	COC(=O)/C(=C(O)\C=C\c1ccccc1[N+](=O)[O-])c1nc2ccccc2[nH]1	-3.0	-3	0	10	-11
-3.2	27	3	7	Cc1cc(C)c(C)c(S(=O)(=O)N2CCN(Cc3nc4ccccc4[nH]3)CC2)c1C	-1.8	4	5	7	2
-1.1	15	-9	18	Clc1ccc(-[n+]2c(-c3cccc(Br)c3)[nH]c3nc4ccccc4nc32)cc1	-0.5	.	3	-12	-3

# The list goes on:
VIM-2 inhibitor	PHOSPHO1 inh	GPR7 antagonist	NALP1 inh	SMILES	IMP-1 inh	IDE cell activ	IDE cell inh	PfM18AAP inh	p-CIP stab down
-5.5	13	-1	4	CN(CCOc1ccccc1)C(=O)C1CCC(=O)N(CCc2ccc(Cl)cc2)C1 (centres undefined)	-5.7	-8	.	-2	-13
-1.1	32	-10	28	Cc1ccnc(NS(=O)(=O)c2ccc(NC(=O)CCc3ccccc3)cc2)n1	-1.9	1	0	-9	-5
-2.5	-6	-10	18	Cc1ccc(C2CC(=O)C=C(Nc3ccc(Cl)cc3)C2)cc1 (centres undefined)	-2.8	3	13	2	3
-6.5	-98	7	5	O=C(NNC(=S)Nc1ccc(Br)cc1)c1ccccc1Br	-3.8	-4	.	2	-17
-2.7	51	-2	.	CCn1cc(Br)c(C(=O)Nc2ccc(F)cc2F)n1	-5.2	-5	-5	4	-8
0.6	18	-5	.	O=C(CSc1nc2ccc(Nc3nc(N4CCCC4)nc(N4CCCC4)n3)cc2s1)NCc1ccco1	0.3	4	-2	-1	-7
-0.6	-46	-2	8	OCc1nnn(-c2cccc(C(F)(F)F)c2)c1CO	-5.3	-3	4	2	6
-0.3	32	-15	5	Cc1ccccc1Cc1c(C)nc2nc(SCC(=O)NCCCN3CCCCC3)nn2c1C	-1.4	5	-1	0	-15
-1.8	22	-11	23	CC(=O)N1CCOc2ccc(S(=O)(=O)Nc3ccc(Cl)cn3)cc21	22*	5	3	-3	-5
-2.1	13	-25	20	CCc1cccc(NC(=S)Nc2cccc3ccccc23)c1	-0.8	-4	-2	-8	-9
-2.9	14	-2	-15	O=C(CCN1C(=O)/C(=C/c2ccccc2)SC1=S)Nc1cccnc1	-6.1	3	-2	11	10
-2.1	.	-16	1	OC(CN1CCCC1)Cn1ccc2ccccc21 (centres undefined)	-1.6	-2	4	2	6
-2.9	38	13	-7	CCOC(=O)c1nnn(-c2nonc2N)c1CS(=O)(=O)c1ccccc1	-4.2	1	1	0	-14
-3.1	41	2	6	COc1ccc2nc(NC(=O)CSc3nnnn3C)sc2c1	-3.2	2	6	6	-3
-4.5	24	8	4	CCC(C)(C)NC(=O)C(c1ccc(OC)cc1)N(C(=O)CCC(=O)Nc1cc(C)on1)c1cc(OC)ccc1OC (centres undefined)	-4.5	4	4	1	1
-2.6	26	-6	13	CCCN1C(=O)N(C)C(N(O)C(=O)NC)C1(C)C (centres undefined)	-0.9	1	-1	11	-6
2.3	0	-8	.	CC(C)CNC1CCS(=O)(=O)C1 (centres undefined)	0.6	-2	10	-11	4
-1.4	-3	18	22	Cc1cccc(NC(=O)CN2C(=O)N/C(=C\c3ccc(N4CCOCC4)cc3)C2=O)c1	-2.5	1	6	-2	-15
-1.8	-9	-4	-2	Cc1ccc(-n2ncc3c2CCCC3NC(=O)CCc2c(C)noc2C)cc1C (centres undefined)	-3.0	5	5	0	-7
1.2	36	23	12	O=C(C1=C[C@H](c2ccc(Br)cc2)C[C@H](OCCCCO)O1)N1CCN(Cc2ccc3c(c2)OCO3)CC1	-0.7	4	-3	-8	6

# Single values from the list:
# `CCCN1C(=O)N(C)C(N(O)C(=O)NC)C1(C)C` (centres undefined) @ IDE cell inh: -1
# `CCOC(=O)c1nnn(-c2nonc2N)c1CS(=O)(=O)c1ccccc1` @ IDE cell inh: 1
# `Cc1ccc(C2CC(=O)C=C(Nc3ccc(Cl)cc3)C2)cc1` (centres undefined) @ p-CIP stab down: 3

# Carrying on:
VIM-2 inhibitor	PHOSPHO1 inh	GPR7 antagonist	NALP1 inh	SMILES	IMP-1 inh	IDE cell activ	IDE cell inh	PfM18AAP inh	p-CIP stab down
-1.0	12	23	14	Cc1cccc(N2C(=O)N(c3ccccc3C)C3CS(=O)(=O)CC32)c1 (centres undefined)	-0.1	-2	-2	-1	0
-0.4	36	-4	18	COc1ccc(S(=O)(=O)N2CCC(C(=O)NCc3cccnc3)CC2)cc1Cl	-1.8	-2	0	-6	-19
-2.2	7	-6	4	O=C(CN1C(=O)/C(=C/c2ccc(Cl)cc2)SC1=S)NC1C=CS(=O)(=O)C1 (centres undefined)	0.0	7	5	15	1
-0.2	33	-7	-6	Cc1cc(=O)n(-c2ccc(Cl)cc2)c(=O)[nH]1	0.9	-5	6	-4	-3
-4.1	1	-6	-24	Cc1nn(Cc2c(F)c(F)c(F)c(F)c2F)c(C)c1NC(=O)c1c([N+](=O)[O-])cnn1C	-3.6	-2	2	4	-5
-2.1	-62	9	-10	Cc1ccccc1NC(=O)CC1SC(=O)N(c2ccccc2)C1=O (centres undefined)	-1.4	1	7	-17	10
-1.5	22	-5	.	CC(=O)c1c(C)nc(-c2ccc(Cl)cc2)nc1N=CN(C)C	-3.0	5	3	-7	-2
-2.0	-1	1	38*	CC1(C)CC2(CCCN3C(=O)CSC32)CCS1 (centres undefined)	0.1	2	8	7	-7
-4.0	-6	-8	29	Cc1ccc(OCCOCCn2cnc3ccccc3c2=O)c([N+](=O)[O-])c1	-3.2	3	-1	1	-2
-0.1	.	-6	-11	O=C(NC1=NCCS1)c1ccccc1Cl	-1.9	-4	1	2	-16
-0.6	-6	-12	25	O=C(c1ccc(COc2ccc(Cl)cc2)o1)N1CCN(Cc2ccc3c(c2)OCO3)CC1	-3.7	-2	9	-13	1
-3.6	2	-5	13	Cc1cc(C)n(-c2cccc3cccnc23)n1	0.9	0	2	-5	4
-3.5	9	9	19	O=C(Nc1ccc(Cl)cc1)c1ccc2ncsc2c1	-3.5	-3	3	6	-4
-3.2	8	-15	-5	Cn1nc(C(C)(C)C)c([N+](=O)[O-])c1C(=O)Nc1cccc2ccccc12	-2.9	-6	4	6	-4
-2.6	28	4	1	COc1ccccc1CNS(=O)(=O)c1ccc(S(=O)(=O)NC2CC2)cc1	-2.7	3	-1	-3	-2
0.2	-23	-12	-3	Cc1cc(Cl)c2ccc(Cl)cc2n1	-2.7	4	2	2	-5
-0.1	2	-14	27	CS(=O)(=O)N1CCN(C(=S)NCc2ccc(F)cc2)CC1	-3.3	2	-2	-4	-5
-3.9	13	-3	8	NC(=O)c1c(NC(=O)C(=O)N2CCOCC2)sc2c1CCC2	-5.1	4	-1	3	15
-1.9	-2	-10	15	O=C(NCc1ccco1)c1ccccc1O	-2.2	0	.	0	5
-2.3	28	-11	1	O=C1Nc2ccccc2C1(O)c1ccccc1 (centres undefined)	-0.9	0	0	-9	-5
-1.9	-17	3	30	O=C(NCc1ccco1)Nc1ccc(Br)cc1Cl	-2.4	-7	3	4	-2
